Compound activity deposited in PubChem by National Center for Advancing Translational Sciences (NCATS).
GLP1R cytotox – cytotoxic in the GLP-1 receptor inverse agonist counter-screen | HEK293 cAMP-luciferase reporter cells, luminescence, 24 h | hit rate 0.13% among 410,000 | Potency, µM (series often up to 38.3 µM), for inactives: top-dose activity change, negative = inhibition, actives largely listed as inhibitors;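 also: loss of luciferase light is scored as toxicity; potency is read from the fitted curve at half-maximal effect; % is scaled to controls: 0 for no effect and ±100 for the full control effect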
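A 23 nL compound transfer followed 12 hours of cell culture at 37 deg C; exposure then lasted 24 hr. Luciferase assay detection reagent was dispensed and plates read for luminescence after a 12 min room-temperature wait.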
PTHR1 agonist – agonists of human PTHR1 parathyroid hormone receptor; hit rate 0.075% among 410,000; Potency, µM (series often up to 115 µM), without a hit: top-dose activation, hits mostly activators; HEK293 GP2 PTHR1 cells, GloSensor cAMP luminescence, 1 h; Q03431; also: potency is read from the fitted curve at half-maximal effect; nearly all actives have a fitted effect of over 55% in size; some results filed as inactive show a strong effect at the top dose; inactives centre near -15; many of its hits are not listed in these tables
Target sequence (Q03431 whole entry, looked up): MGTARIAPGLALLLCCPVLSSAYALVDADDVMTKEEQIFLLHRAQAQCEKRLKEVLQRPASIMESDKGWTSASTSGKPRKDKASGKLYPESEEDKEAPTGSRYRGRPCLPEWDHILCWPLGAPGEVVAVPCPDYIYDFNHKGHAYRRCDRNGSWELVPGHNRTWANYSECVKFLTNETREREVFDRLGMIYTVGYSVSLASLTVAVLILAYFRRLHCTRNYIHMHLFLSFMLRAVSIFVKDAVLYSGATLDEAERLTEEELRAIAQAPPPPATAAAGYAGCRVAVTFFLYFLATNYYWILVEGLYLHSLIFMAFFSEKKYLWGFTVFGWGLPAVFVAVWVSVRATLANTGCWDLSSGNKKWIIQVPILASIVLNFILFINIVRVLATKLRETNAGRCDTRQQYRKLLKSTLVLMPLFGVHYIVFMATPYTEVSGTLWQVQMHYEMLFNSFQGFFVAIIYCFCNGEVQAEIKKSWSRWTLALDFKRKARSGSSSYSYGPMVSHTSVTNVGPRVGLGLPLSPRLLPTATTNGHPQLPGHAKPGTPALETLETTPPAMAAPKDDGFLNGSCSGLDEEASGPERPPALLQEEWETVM
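HEK-293-derived GP2 cells expressing PTHR1 and a GloSensor cAMP reporter, 3,000/well, plated overnight, given luciferin plus IBMX (each 0.5 mM as added) for 1 h at 37 °C, then compound for 1 h at 37 °C. Luminescence was read after 15 min at room temperature.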
GLP1R ag – agonists of human GLP-1 receptor | P43220 | HEK293 GLP-1R CRE-luciferase, luminescence, 4-6 h; cells express a hypersensitive GLP-1R form | Potency, µM (series often up to 45.6 µM), inactives show top-dose activation, hits mostly activators | hit rate 0.007% among 380,000 | AID 624172; also: potency is read from the fitted curve at half-maximal effect; % of control where 0% means no effect
Target sequence (P43220 whole entry, looked up): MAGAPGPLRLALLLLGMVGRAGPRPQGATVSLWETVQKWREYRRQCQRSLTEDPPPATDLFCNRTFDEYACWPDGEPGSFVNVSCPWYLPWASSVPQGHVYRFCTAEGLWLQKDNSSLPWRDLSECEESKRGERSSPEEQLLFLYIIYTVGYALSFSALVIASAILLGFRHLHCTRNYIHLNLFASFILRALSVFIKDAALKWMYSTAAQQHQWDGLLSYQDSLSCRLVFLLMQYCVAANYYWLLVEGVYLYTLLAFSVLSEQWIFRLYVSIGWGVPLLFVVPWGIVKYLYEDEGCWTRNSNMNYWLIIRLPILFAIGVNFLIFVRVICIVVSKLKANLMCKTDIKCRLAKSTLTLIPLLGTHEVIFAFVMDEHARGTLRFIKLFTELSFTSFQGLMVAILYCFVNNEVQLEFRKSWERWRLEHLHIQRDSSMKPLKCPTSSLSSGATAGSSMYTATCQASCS
KB-V1 MDR tox – KB-V1 MDR subline cytotoxicity; KB-V1 MDR cells viability, CellTiter-Glo, 72 h; Potency, µM (doses to about 46.1 µM), without a hit: at the highest dose activity change, negative = cytotoxicity, usual class: cytotoxic; hit rate 3.4% among 400,000; also: potency is read from the fitted curve at half-maximal effect; % is scaled to controls: 0 for no effect and ±100 for the full control effect; nearly all actives have a fitted effect of over 60% in size
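Following 72 h at 37 degrees C with compound, KB-V1 cell viability was read by CellTiter-Glo luminescence, medium being phenol-red-free DMEM plus 10% FBS; concentration-response parameters came from normalized, curve-fitted qHTS data.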
aSyn yeast inh – alpha-synuclein toxicity inhibition in yeast; Yeast expressing alpha-synuclein, growth rescue, BacTiter-Glo, 24 h; Potency, µM (top dose mostly 46.1 µM), for inactives: at the highest dose growth rescue (activation), hits mostly activators; hit rate 0.14% among 370,000; AID 652106; also: potency is read from the fitted curve at half-maximal effect; % of control where 0% means no effect; nearly all actives have a fitted effect of over 65% in size
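Screening used galactose-induced yeast with toxic alpha-synuclein levels, exposed to compound for 24 hr at 30 deg C. Cell growth, read with BacTiter-Glo luminescence, gave the measured signal.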
DRD3 agonist – agonists of human D3 dopamine receptor; P35462; D3R DiscoveRx beta-arrestin cells, luminescence, 90 min; max activation, %; hit rate 0.58% among 410,000; in the data active = max activation above about 30%; also: 0% is about no effect; mostly tested at two doses, the higher about 12 µM
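Agonist-mode cell screen: cells plated at 1500/well and incubated overnight at 37 °C, then exposed to library compounds for 90 min at 37 °C. Detection reagent was added for 30–60 min at room temperature, and luminescence was read.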
GLP-1R inv ag – GLP-1 receptor (human) inverse agonism | P43220 | HEK293 GLP-1R CRE-luciferase, luminescence, 24 h; GLP-1R form is constitutively active | Potency, µM (top dose mostly 38.3 µM), inactives show top-dose activity change, negative = inhibition, actives largely listed as inhibitors | hit rate 1.6% among 410,000; also: potency is read from the fitted curve at half-maximal effect; % is scaled to controls: 0 for no effect and ±100 for the full control effect; nearly all actives have a fitted effect of over 55% in size
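Inverse agonism was detected as reduced cAMP-driven luciferase luminescence after 24 h compound treatment. The cells were HEK293 clones expressing constitutively active human GLP-1R with the reporter. Reporter-only and GPR119 cell lines served as counterscreen controls.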
TDP43 rescue – inhibitors of TDP-43 toxicity in yeast | TDP-43 expressing yeast growth rescue, BacTiter-Glo, 24 h | Potency, µM (titrated, usually from 46.1 µM), for the others: at the top dose growth rescue (activation), most hits filed as activators | hit rate 1.8% among 410,000 | AID 652104; also: potency is read from the fitted curve at half-maximal effect; % of control where 0% means no effect; nearly all actives have a fitted effect of over 50% in size
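Yeast expressing TDP-43 (pregrown in raffinose, seeded at OD600=0.02 in galactose medium) exposed to compounds 24 hr at 30 deg C. Growth read by BacTiter-Glo luminescence; rescue of toxicity appears as increased signal.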
DRD3 antagonist – D3 dopamine receptor (human) antagonism; P35462; D3R cells, DiscoveRx beta-arrestin luminescence, antagonist mode; stronger effect = lower value; max response, negative = inhibition, %; hit rate 2.5% among 360,000; AID 652054; in the data active = max response below about -50%; inconclusive = no clear call, values can overlap the other calls; also: % is scaled to controls: 0 for no effect and ±100 for the full control effect; mostly tested at two doses, the higher about 12 µM
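Cells plated overnight at 1500 cells/well, then exposed to library compounds with dopamine controls for 90 minutes at 37 degrees C. DiscoveRx reagent added for 30–60 minutes at room temperature; luminescence read, quantitative HTS format.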
Starred values were filed as active, the others as inactive; i = inactive; ? = inconclusive; / = no result given; [ ] = another dose, or the depositor's remark. Unless noted, calls follow the shape of the dose curve; as a rule, active = well fitted curve in the direction sought with a large enough effect; inconclusive = small, poorly fitted or top-dose-only effect, or another doubt; inactive = no such curve, though single readings can be large; an effect the other way counts as inactive or inconclusive. Only part of the results is shown. The share of hits here may be higher or lower than overall.

SMILES	GLP1R cytotox	PTHR1 agonist	GLP1R ag	KB-V1 MDR tox	aSyn yeast inh	DRD3 agonist	GLP-1R inv ag	TDP43 rescue	DRD3 antagonist
COc1cc(NC(=O)C2CCN(S(=O)(=O)c3c(C)noc3/C=C/c3cccs3)CC2)cc(OC)c1	2%	-8%	/	/	/	-2	?	6%	/
CC1NC(C)(C)Cc2c1ccc1ccccc21 (stereo not given)	-5%	-7%	-4%	?	-3%	-12	?	-8%	2
CCOC(=O)c1[nH]c(C)c(C(=O)OCc2c(C)noc2C)c1C	-27%	15%[57.5 µM]	16%	?	1%	-2	-11%	-14%	1
CC(=O)c1ccc(-c2cc([C@H]3[C@H]4C=CC[C@@H](C)[C@@H]4C(=O)N3Cc3ccccc3)ccc2F)cc1	-6%	-24%	3%	-4%	3%	-17	11µM*	-5%	0
CC(=O)N1CCCc2cc(S(=O)(=O)N3CCCC(C(=O)Nc4cccc(C)c4)C3)ccc21 (stereo not given)	-43%	-16%	-2%	-16%	-1%	-5	-27%	9%	9
CCCN(CCC)C(=O)Cn1c(=O)n(-c2ccc(Cl)cc2)c(=O)c2c3c(sc21)CCCCC3	-4%	i	0%	7%	/	7	15%	0%	/
O=C(Nc1ccc(NC(=O)c2cccs2)cc1)c1ccc2c(c1)OCCO2	-1%	i	0%	-14%	?	3	10%	-1%	-2
CC1(C)CC(NC(=O)C(=O)NCCc2ccc(Cl)cc2)CC(C)(C)N1	19%	?	2%	12%	2%	0	?	3%	-12
CCOC(=O)/C(=C/c1ccccc1)NC(=O)c1ccco1	-2%	i	1%	-23%	-1%	-3	0%	8%	6
Cc1ccccc1-n1c(-c2ccc3ccccc3n2)n[nH]c1=S	?	i	7%	-25%	-1%	5	-5%	23%	-1
CC(=O)Nc1cc2c3c(c1)CCC(=O)N3CCC2	-10%	i	2%	0%	2%	-1	3%	13%	10
c1ccc(C2=NOC(c3nnc(-c4ccccc4)o3)C2)cc1 (stereo not given)	8%	i	11%	13%	11%	3	25%	-10%	-6
Cc1[nH]c2ccccc2c1C1(O)C(=O)N(C(C)C)c2ccccc21 (stereo not given)	2%	4%	3%	3%	/	-8	14%	-24%	-7
CC(C)c1ccc(S(=O)(=O)Nc2ccc3oc4c(c3c2)C(=O)CC(C)(C)C4)cc1	8%	11%	1%	-36%	-4%	9	8%	2%	/
CC1CCCN(C(=O)c2ccc3ncsc3c2)C1 (stereo not given)	-9%	-55%[inhibitor]	15%	-2%	10%	1	-14%	-8%	3
CN(C)NC(=S)Nc1ccc2nc(-c3ccccn3)c(-c3ccccn3)nc2c1	2%	-1%[57.5 µM]	1%	?	-6%	3	-6%	12%	-11
O=C(O)C1=C(C(=O)O)C2CCC1C2	3%	-28%	-2%	2%	-4%	2	-13%	25%	-4
Cc1cc(C=C2C(=O)c3ccccc3C2=O)c(C)n1-c1ccc(C(=O)O)cc1	-2%[7.66 µM]	?	5%	1%	4%	1	23%[7.66 µM]	?	-10
CCOC(=O)CN1CCS(=O)(=O)CC1	-2%	?	8%	?	-5%	-1	17%	-8%	-9
CCc1ccc(NS(=O)(=O)c2ccc3[nH]cc(C(=O)NCC4CCCO4)c(=O)c3c2)cc1 (stereo not given)	-8%	i	-8%	12%	0%	9	4%	6%	4
CC1NC(=O)c2cc3ccccc3cc2-n2c1nc1ccc(F)cc1c2=O (stereo not given)	0%	-15%	1%	-21%	-12%	5	12%	8%	1
O=C(COc1ccccc1)Nc1ccc2c(c1)nc1n2CCOC1	1%	-29%[57.5 µM]	0%	-21%	-5%	7	7%	-13%	-22
O=C(O)CONC(=O)c1cc(OCC(F)(F)F)ccc1OCC(F)(F)F	3%	20%[57.5 µM]	-6%	-12%	-1%	-7	0%	1%	-22
O=C(O)c1cc(NN=Nc2ccc(Br)cc2)cc([N+](=O)[O-])c1	9%	-15%	0%	5%	10%	-1	4%	-2%	-14
COCCNC(=O)c1sc2nc(-c3ccccc3)cn2c1C	-16%	0%	3%	13µM*	2%	-5	8%	11%	-14
CC1CC1C(=O)OCC(=O)NNC(=O)COc1ccc(Br)cc1 (stereo not given)	0%	-17%	-9%	3%	-2%	5	-13%	18%	24
CCOc1ccccc1C(=O)N(CN1CCCC1=O)c1cccc(Cl)c1	-5%	i	7%	12µM*	0%	-2	0%	14%	3
CCOc1cc2[nH]c(=O)n(CCC(=O)N3CCN(c4cccc(Cl)c4)CC3)c(=O)c2cc1OCC	16%	1%	/	-13%	/	-4	18%	11%[9.22 µM]	/
Cc1ccc(OCC(=O)NCc2ccccn2)cc1	1%	i	2%	0%	8%	-6	3%	-7%	12
O=C(Nc1ccc(Br)cc1)c1cccc(S(=O)(=O)Nc2cnc3ccccc3c2)c1	-22%	-52%[inhibitor]	4%	-6%	-2%	15	-45%	-14%	-3
Cc1ccc(NC(=O)CN(C)S(=O)(=O)c2ccc(Br)s2)cc1F	10%	-36%	5%	9%	1%	-10	?	4%	2
COc1ccc(-n2cc(C(=O)O)c(=O)cc2C)cc1	-5%	i	4%	-1%	-4%	6	18%	-6%[0.397 µM]	6
COc1ccc(CNC(=O)CSCc2ccc(C)cc2)c(OC)c1	5%	i	/	/	/	2	-19%	?	/
S=C1SCN(Cc2cccs2)CN1Cc1cccs1	?	-14%	10%	-2%	15%	-5	?	11µM*	-16
Cc1ccc2c(c1)NC(=O)C(CC(=O)Nc1cc(Cl)ccc1C)O2 (stereo not given)	5%	-21%	/	/	/	-10	9%	5%	/
CSc1ncccc1C(=O)OCC(=O)N(C)C	12%	-10%	-1%	2%	-3%	-3	26%	-7%	-22
Cc1ccc(C)c(OCCN2CCOCC2)c1	-19%	-4%	-4%	10%	6%	-6	11%	6%	-26
NC(=O)c1ccc(C(F)(F)F)n(Cc2ccc(F)c(F)c2)c1=O	-9%[7.66 µM]	-23%	20%	-11%	19%	-3	-21%[7.66 µM]	6%[9.22 µM]	3
CCOc1ccc(-c2nc(SCC(=O)Nc3cc(F)ccc3F)n3[nH]c(=O)cc3n2)cc1	1%	?	/	?	/	1	2%	0%	/
COC(=O)[C@]1(C)N[C@H](CN(C)C(=O)NC(C)C)[C@@H]2C(=O)N(Cc3ccccc3)C(=O)[C@@H]21	0%	-1%	-2%	0%	3%	8	3%	16%	22
Cc1cc(C)c(NC(=O)CNC(=O)c2cc([N+](=O)[O-])ccc2N2CCOCC2)c(C)c1	-24%	-17%	16%	-7%	2%	2	12%	-12%	-8
O=C(NCCN1CCOCC1)c1ccc(Cl)c(S(=O)(=O)N2CCCC2)c1	2%	-54%[inhibitor]	-9%	/	-5%	-7	-7%	-1%	14
Cc1cccc(NC(=O)C2CC(=O)n3cnnc3S2)c1 (stereo not given)	4%	-17%[57.5 µM]	-9%	12%	11%	2	23%	8%	-27
O=C(CSCc1ccc(Cl)cc1)N/N=C/c1ccc(Cl)cc1Cl	-10%	i	-11%	2%	-9%	2	-20%	16%	20
CCOC(=O)c1c(CN2CCNCC2)nc2ccc(Cl)cc2c1-c1ccccc1	?	i	0%	23µM*	-7%	-3	?	13%	6
NC(c1csc(Nc2ccccn2)n1)C1CCCCC1 (stereo not given)	1%	i	2%	-7%	?	-22	?	18%	0
CCN(CC)c1cnn(C/C(=N\OC)c2ccc(Cl)cc2)c(=O)c1Br	3%	-68%[inhibitor][57.5 µM]	11%	?	1%	1	?	28%	14
COc1cccc(OCCNC(=O)c2ccccc2Sc2ccccc2C#N)c1	-20%	-42%[inhibitor]	1%	?	16%	6	-26%	0%	15
O=C(N/N=C/c1cccs1)c1cc(C2CC2)nc2ccccc12	?	i	16%	?	-11%	-10	?	11%	?
CCOc1cc(/C=N/NC(=O)C(=O)NCc2ccc3c(c2)OCO3)ccc1OCC(=O)N1CCOCC1	-1%	-56%[inhibitor]	-1%	21%	0%	0	21%	0%	-3
C[C@H](NC(=O)c1nc[nH]c1C(=O)N[C@@H](CCCCN)C(=O)OC(C)(C)C)C(=O)OC(C)(C)C	-8%	i	-2%	13%	5%	7	8%	10%	33
CCC(Sc1ncccn1)C(=O)Nc1cc(C)on1 (stereo not given)	20%	-34%[57.5 µM]	0%	12%	2%	0	4%	4%	12
Cc1ccccc1-c1nc2cc(NC(=O)c3cccc(OCCC(C)C)c3)ccc2o1	-1%	-26%	/	?	/	8	?	24%	/
CC1=CC(C)C(COC(=O)CN2CCCCC2)C(C)C1 (stereo not given)	5%	i	0%	16%	9%	1	-12%	8%	6
CC1CN(Cc2ccc(C#N)cc2Cl)CC(C)O1 (stereo not given)	0%	i	1%	-5%	-9%	-2	10%	-16%	19
CCCN(CCC)S(=O)(=O)c1ccc(C(=O)Nc2ccc(OCC(=O)N3CCOCC3)cc2)cc1	-2%	-36%[inhibitor]	-4%	0%	/	-1	-8%	7%	-22
COc1cc(O)c2c(c1)COC2=O	1%	i	-6%	10%	4%	1	29%	20%	2
O=S(=O)(Nc1ccc2oc(-c3ccccc3)nc2c1)c1ccccc1	15%	-2%[57.5 µM]	22%	-9%	0%	-3	0%	?	4
N/C(COc1cccc(C(F)(F)F)c1)=N\NC(=O)c1cccnc1Oc1ccccc1	1%	-31%[inhibitor][57.5 µM]	-1%	?	-1%	-5	?	9%	1
COc1ccc(/C=C(\NC(=O)c2ccc(OC)cc2)C(=O)Nc2cccc(C(=O)O)c2)cc1	1%	i	5%	23%	-1%	-5	5%	-1%	14
